WRN inhibitor = qHTS for Inhibitors of WRN Helicase. Bifunctional 3'-5' exonuclease/ATP-dependent helicase WRN (Homo sapiens), Q14191. WRN helicase unwinding, fluorescent forked duplex, kinetic. Potency, µM (titrated, usually from 114 µM), for inactives: top-dose activity change, negative = inhibition, usual class: inhibitors. 360,000 compounds, 0.46% hits. AID 651768, 2012; further: potency means the concentration at half of the fitted maximal effect; on the % scale 0 is the no-effect control and ±100 the full control effect; nearly all actives have a fitted effect of over 55% in size
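Primary qHTS, 1536-well format. 20 nM WRN + compound, 15 min RT; start with 100 nM forked fluorophore/quencher duplex, 2 mM ATP (final); kinetic read ex 525/em 598 nm.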
FUS yeast rescue = qHTS for Suppressors of FUS Proteinopathy: Primary screen using FUS-linked yeast assay; S. cerevisiae FUS-expressing, growth rescue, OD600, 24 h; Potency, µM (highest dose often 76.6 µM), for inactives: at the highest dose growth rescue (activation), hits mostly activators; 390,000 compounds, 0.24% hits;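 further: potency means the concentration at half of the fitted maximal effect; plate controls were DMSO vehicle for no effect and reference control for full effect; nearly all actives have a fitted effect of over 55% in size; some results filed as inactive show a strong effect at the top dose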
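Quantitative HTS measuring growth restoration of FUS-toxic yeast. Galactose-induced cells (OD 0.005) were exposed 24hr at 30C to compounds at several concentrations, then absorbance at 600 nm was recorded.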
Abeta rescue = qHTS for compounds that reverse cellular toxicity of Amyloid beta (A-beta) peptide in yeast: Primary Screen; Potency, µM (highest dose often 46.1 µM), for inactives: top-dose growth rescue, usual class: activators; 410,000 compounds, 0.063% hits; AID 1347071, 2019; yeast expressing A-beta42, growth rescue, OD600, 48 h; response scale: 0% DMSO, 100% iron-clioquinol control; further: potency means the concentration at half of the fitted maximal effect; nearly all actives have a fitted effect of over 55% in size
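Yeast growth medium received pinned compounds, then yeast cells expressing toxic A-beta were added; plates incubated at 30 C for 48 hr. Growth read as absorbance at 600 nm, normalized to DMSO and equimolar FeCl3 plus clioquinol controls.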
EPAC1 antagonist = qHTS for Antagonist of cAMP-regulated guanine nucleotide exchange factor 3 (EPAC1): primary screen; EPAC1 GEF assay, Rap1b-BODIPY-GDP exchange fluorescence; Potency, µM (top dose mostly 115 µM), for the others: top-dose activity change, negative = inhibition, hits mostly inhibitors; AID 720709, 2013; 360,000 compounds, 0.14% hits;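 further: potency means the concentration at half of the fitted maximal effect; plate controls were vehicle for no effect and positive control for full effect; nearly all actives have a fitted effect of over 50% in size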
PI5P4K alpha inh = qHTS for Inhibitors of phosphatidylinositol 5-phosphate 4-kinase (PI5P4K) | PI5P4Kalpha enzyme, ADP-Glo luminescence, 60 min; stronger effect = lower value | Phosphatidylinositol 5-phosphate 4-kinase type-2 alpha (Homo sapiens), P48426 | max response, % | AID 652105, 2013 | 330,000 compounds, 1.2% hits; active means max response of -50% or lower; inconclusive means between -30% and -50%; inactive means -30% or higher; further: value at the top dose of about 77 µM; on the % scale 0 is the no-effect control and ±100 the full control effect
Target sequence (P48426 whole entry, looked up): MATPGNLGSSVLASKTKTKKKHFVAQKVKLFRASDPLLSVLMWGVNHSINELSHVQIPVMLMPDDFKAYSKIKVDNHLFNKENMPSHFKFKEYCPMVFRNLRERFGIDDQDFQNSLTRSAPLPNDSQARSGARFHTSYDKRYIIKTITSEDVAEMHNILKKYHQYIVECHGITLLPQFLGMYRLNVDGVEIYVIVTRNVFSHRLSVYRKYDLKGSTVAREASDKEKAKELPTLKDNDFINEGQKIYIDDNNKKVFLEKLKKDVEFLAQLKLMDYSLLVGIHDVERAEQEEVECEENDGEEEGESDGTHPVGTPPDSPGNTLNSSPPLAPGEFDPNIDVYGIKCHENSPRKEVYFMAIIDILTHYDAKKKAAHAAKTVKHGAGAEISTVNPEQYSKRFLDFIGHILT
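ADP-Glo luminescence end-point read after a 60 min room-temperature kinase reaction of PI5P4Kalpha plus substrate, initiated with ATP at 5 microM final. Buffer: 0.038 M HEPES pH 7.4, EGTA, 0.1% CHAPS, 5% DMSO.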
PLK1 PBD block = qHTS for Inhibitors of PLK1-PDB (polo-like kinase 1 - polo-box domain): Primary Screen | Serine/threonine-protein kinase PLK1 (Homo sapiens), P53350 | 360,000 compounds, 2.8% hits | Potency, µM, without a hit: max response, negative = inhibition, usual class: inhibitors | AID 720504, 2013 | Plk1 PBD binding of FITC phosphopeptide, fluorescence polarization; further: potency means the concentration at half of the fitted maximal effect; series mostly up to about 57 µM; on the % scale 0 is the no-effect control and ±100 the full control effect; nearly all actives have a fitted effect of over 65% in size
Target sequence (P53350 whole entry, looked up, the tested form may be a part): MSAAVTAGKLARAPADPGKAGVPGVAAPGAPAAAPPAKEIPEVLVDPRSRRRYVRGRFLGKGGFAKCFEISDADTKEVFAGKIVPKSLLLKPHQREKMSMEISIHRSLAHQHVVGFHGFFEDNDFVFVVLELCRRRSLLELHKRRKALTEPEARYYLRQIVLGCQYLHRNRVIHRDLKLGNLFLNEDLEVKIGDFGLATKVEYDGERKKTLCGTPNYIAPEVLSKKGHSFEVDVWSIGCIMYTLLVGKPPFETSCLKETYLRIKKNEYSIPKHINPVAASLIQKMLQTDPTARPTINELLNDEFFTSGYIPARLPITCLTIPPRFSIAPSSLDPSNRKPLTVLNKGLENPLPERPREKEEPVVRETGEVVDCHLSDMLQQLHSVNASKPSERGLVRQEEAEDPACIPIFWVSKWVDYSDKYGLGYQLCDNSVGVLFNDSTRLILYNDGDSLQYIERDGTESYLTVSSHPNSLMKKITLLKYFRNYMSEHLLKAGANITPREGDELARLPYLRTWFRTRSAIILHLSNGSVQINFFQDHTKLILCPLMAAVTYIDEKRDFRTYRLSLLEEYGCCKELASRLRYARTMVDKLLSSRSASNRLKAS
IL2 activator = qHTS of IL-2 Activators. activation, % (series mostly up to about 46 µM). 360,000 compounds, 0.065% hits. IL-2 activation reporter assay, cell-based qHTS; stimulated with anti-CD3/CD4/CD28 beads; in transgenic mouse T cells. AID 652025, 2013; in the data active means activation above about 50%; inconclusive means mostly about 30% to 49%; further: 0% is about no effect
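Screening format: compound pinned onto unstimulated transgenic mouse T cells, 60 min incubation, then anti-CD3/anti-CD4/anti-CD28 bead stimulation for 18 hours at 37 degrees C, followed by EGFP and DsRed detection.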
EPAC1 ag = qHTS for Agonist of cAMP-regulated guanine nucleotide exchange factor 3 (EPAC1): primary screen; EPAC1 agonist qHTS, biochemical assay; response scale: 100% = response to 6.5 mM cAMP; Rap guanine nucleotide exchange factor 3 (Homo sapiens), O95398; Potency, µM (series often up to 154 µM), inactives show at the highest dose activation, hits mostly activators; 360,000 compounds, 0.073% hits; AID 720707, 2013; further: potency means the concentration at half of the fitted maximal effect; nearly all actives have a fitted effect of over 60% in size
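Read-out is the fluorescence drop as BODIPY-GDP leaves Rap1B (480 nm excitation, 540 nm emission), recorded every 5 minutes over 30 minutes. Reactions held 100 nM EPAC1, 250 nM Rap1B–BODIPY-GDP and 50 uM GDP, with 6.5 mM cAMP setting full activation.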
aSyn yeast inh = qHTS of alpha-syn Inhibitors | 370,000 compounds, 0.14% hits | AID 652106, 2013 | Yeast expressing alpha-synuclein, growth rescue, BacTiter-Glo, 24 h | Potency, µM (top dose mostly 46.1 µM), for inactives: at the top dose growth rescue (activation), hits mostly activators; further: potency means the concentration at half of the fitted maximal effect; % of control where 0% means no effect; nearly all actives have a fitted effect of over 65% in size
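Screening used galactose-induced yeast with toxic alpha-synuclein levels, exposed to compound for 24 hr at 30 deg C. Cell growth, read with BacTiter-Glo luminescence, gave the measured signal.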
* = called active by the depositor; ? = inconclusive; / = no result given. Unless noted, the call rests on the fitted dose curve; in most records, active means well fitted curve in the direction sought with a large enough effect; inconclusive means small, poorly fitted or top-dose-only effect, or another doubt; inactive means no such curve, though single readings can be large; an effect the other way counts as inactive or inconclusive.

Second line of a record: EPAC1 antagonist, Abeta rescue, EPAC1 ag, PI5P4K alpha inh, aSyn yeast inh, FUS yeast rescue, IL2 activator, WRN inhibitor, PLK1 PBD block
Cc1ccc(C)c(NC(=O)C2CC(O)CN2C(=O)OCc2ccccc2)c1 (configuration not stated)
  2.4%, 19.4%, -0.6%, -2.0, 1.3%, -4.4%, 0.2, -6.2%, -0.7%
Cc1ccc(C(C)C)c(OCCSc2nc3ccccc3n2CC(=O)O)c1
  3.4%, -1.0%, 4.8%, 16.1, -2.5%, -1.5%, -0.5, -4.3%, -3.4%
O=C(CN1CCc2cc3c(cc2C1)OCCCO3)Nc1ccc(S(=O)(=O)N2CCCC2)cc1
  ?, -1.0%, -4.8%, 3.6, -3.7%, ?, -5.3, 10.7%, -2.7%
CCN(CC(=O)Nc1ccccc1C(F)(F)F)C(=O)c1ccc(N2CCCC2=O)cc1
  -18.2%, -20.6%, -10.1%, -0.2, -2.3%, 9.8%, 0.1, -5.4%, -3.5%
CS(=O)(=O)N1CCCC(C(=O)NCc2ccc(F)cc2Cl)C1 (configuration not stated)
  -4.6%, 4.2%, -4.8%, /, -0.2%, 20.6%, -1.5, 0.1%, -2.3%
COc1ccc(N2Cc3ccccc3/C2=N\C(=O)Nc2ccccc2)cc1
  ?, -7.8%, 2.9%, 0.7, -9.2%, 1.5%, -0.9, -3.8%, -7.2%
Cc1ccc(S(=O)(=O)N(Cc2ccccc2)Cc2ccco2)cc1
  -6.8%, -7.7%, 10.4%, -0.7, -6.7%, 5.6%, -0.9, -9.8%, -9.4%
COc1cc(C(=O)CSc2nccn2C)cc(OC)c1OC
  7.3%, -1.3%, 2.2%, 2.9, 1.8%, -7.5%, -1.4, -6.6%, -5.1%
Cc1ccc(Nc2nc(NCCO)nc3c2cnn3C)cc1Cl
  5.5%, -10.0%, -3.0%, /, 5.3%, -1.9%, -0.5, -10.1%, 18.9µM*
Cc1cccc(NC(=O)CCNS(=O)(=O)c2cccc3nsnc23)c1
  -8.1%, 21.9%, 7.7%, 2.4, -12.0%, 7.2%, -0.1, 2.6%, -13.8%
NC(=O)Nn1c(CCC(=O)O)ccc1-c1ccc(Br)cc1
  -10.7%, 4.7%, -0.4%, /, 1.4%, 29.0%, -2.7, -5.5%, -23.4%
O=C(COC(=O)c1ccc(Br)cc1)NCC1CCCO1 (configuration not stated)
  6.1%, -9.9%, 4.1%, -2.0, -8.4%, 1.1%, 0.2, -15.1%, 4.0%
CC(=O)Nc1ccc(S(=O)(=O)NCc2ccc(C(=O)N3CCOCC3)cc2)cc1
  ?, -3.8%, 5.5%, -0.2, 0.2%, -0.2%, 2.4, -5.7%, -4.7%
CCCS(=O)(=O)NC(=O)C1(C)CCCN(C(=O)C(C)(C)Oc2ccc(Cl)cc2)C1 (configuration not stated)
  -5.8%, 6.1%, -2.0%, 3.2, 16.5%, -10.7%, -0.7, 0.8%, 2.8%
COc1ccccc1C(=O)NCCOc1ccc(C(C)(C)C)cc1
  -14.8%, -18.3%, 0.8%, 5.2, -0.3%, 35.4%, 0.2, -4.9%, 4.0%
O=C(Nc1ccc(Br)cc1Br)C1CC(=O)N(Cc2ccccc2)C1 (configuration not stated)
  -5.9%, 6.0%, -13.6%, -8.0, 11.8%, 41.2%, -0.3, -9.3%, -9.9%
NC(=O)c1ccccc1N(Cc1ccccc1)S(=O)(=O)c1ccccc1
  2.8%, 1.1%, 7.4%, 3.9, 2.9%, 12.8%, 1.6, 0.5%, -14.0%
C[C@H]1CN([C@@H](C)CO)C(=O)c2cc(Br)cnc2O[C@@H]1CN(C)C(=O)c1ccncc1
  0.4%, -2.5%, 5.8%, 0.5, -20.6%, -25.7%, -0.1, 1.8%, -8.0%
O=C(O)C(Cc1c[nH]c2ccccc12)NS(=O)(=O)c1ccc2ccccc2c1 (configuration not stated)
  ?, -16.4%, -12.8%, -19.3, -5.6%, 0.1%, 2.1, 2.1%, -14.7%
CC(=O)Oc1ccc(C(=O)Nc2cccc(NC(=O)c3ccco3)c2)cc1
  -22.4%, -1.5%, -0.5%, -7.9, -0.3%, -6.9%, -1.7, -7.7%, -1.1%
COc1ccc(C2CC(c3ccccc3)=NN2C(=O)COC(=O)c2cccc(N)c2)cc1 (configuration not stated)
  -10.4%, 17.6%, 11.5%, 7.1, ?, ?, -0.9, -5.8%, 2.5%
Cc1ccc(OCC(=O)N(Cc2ccco2)C2CCS(=O)(=O)C2)cc1C (configuration not stated)
  -0.5%, 0.0%, -5.5%, 3.7, -0.4%, 0.2%, 3.3, -3.7%, -0.6%
CCN(CC)c1ccc2c(c1)C(=O)N(C)C2=O
  6.0%, -7.0%, -3.3%, -2.6, 2.0%, -12.0%, -0.3, 0.6%, -4.7%
COCCn1nnnc1CN1C2CCCC1CC(NC(C)=O)C2 (configuration not stated)
  8.9%, -4.0%, 9.4%, 3.2, -2.1%, -6.6%, -0.2, 1.5%, -8.9%
COc1cccc(C(=O)NCCS(=O)(=O)N(C)C2CCCCC2)c1
  -2.2%, 9.2%, -6.5%, -2.4, 6.7%, /, 0.0, -2.4%, -9.5%
O=C(NN=Cc1cc(Cl)ccc1[N+](=O)[O-])c1cccc2ccccc12
  7.3%, 3.9%, 0.1%, -0.4, 1.1%, /, -5.5, 6.4%, 1.4%
Cc1cc(NNC(=O)c2cccc(C(F)(F)F)c2)nc2c1c(C)nn2C
  -2.1%, 1.0%, -8.6%, 6.1, 0.6%, 15.7%, -0.3, 6.7%, 1.3%
CC(C)(C)C(=O)Nc1cccc(-c2cc(-c3c(Cl)cccc3Cl)no2)c1
  7.1%, -12.1%, 3.0%, 0.0, -8.9%, -2.9%, -1.9, 0.6%, 4.8%
Cc1ccc2c(c1)N(CC(=O)NC1CCCc3ccccc31)C(=O)CO2 (configuration not stated)
  23.0%, -10.2%, 0.8%, /, 1.5%, 34.5%, -1.3, -1.2%, -7.3%
CCc1ccc(C(=O)NC2CCCCC2)s1
  -2.0%, 9.6%, 1.4%, /, 0.9%, 3.2%, -2.6, 9.2%, -1.4%
Cc1ccc(NC(=O)CCNC(=O)c2ccc([N+](=O)[O-])cc2)cc1S(=O)(=O)N1CCOCC1
  1.9%, 8.6%, -1.3%, 4.6, -21.6%, -17.6%, 0.1, -3.4%, -5.0%
CC(OC(=O)c1cc[n+]([O-])cc1)C(=O)Nc1ccc(Cl)cn1 (configuration not stated)
  5.1%, -10.5%, 1.1%, 6.3, -1.2%, 21.2%, -0.6, 11.1%, -2.6%
CNC(=O)C1Cc2c(-c3cccc(F)c3)ccnc2O1 (configuration not stated)
  -15.2%, -3.7%, -23.8%, -24.3, -4.4%, -17.9%, 0.8, 14.8%, -9.9%
O=C(OCn1nnc2ccccc2c1=O)C1CCN(S(=O)(=O)c2cccs2)CC1
  -14.5%, 7.7%, 2.8%, 5.3, 14.3%, -10.8%, 1.8, -4.3%, -3.6%
Cc1cc(C)n(C(=O)CNC(=O)C2COc3ccccc3O2)n1 (configuration not stated)
  8.6%, -5.7%, 6.6%, 8.2, -7.5%, 11.6%, 0.0, -8.8%, -7.1%
Oc1c(CN2CCCCC2)cc(COCc2ccccc2)c2cccnc12
  -11.0%, ?, -1.4%, -2.2, 22.6%, 42.7%, -0.2, 5.5%, -0.2%
Cn1c(SCC(=O)Nc2ccccc2F)nc2c(c1=O)SCC2
  17.4%, -1.1%, -1.5%, 3.4, -2.5%, 14.0%, -4.5, -14.2%, -11.8%
COC(=O)c1cc(C(=O)OCC(=O)NC2CCS(=O)(=O)C2)cc([N+](=O)[O-])c1 (configuration not stated)
  1.1%, -15.2%, -0.3%, -2.4, 2.9%, 14.7%, -2.8, -3.8%, -3.8%
Cc1cccc(C)c1NC(=O)CN(c1ccccn1)S(=O)(=O)c1ccccc1
  -2.6%, -4.0%, -0.9%, 0.2, 1.3%, -15.1%, -3.9, 0.0%, -8.4%
CCN(CC(=O)NCc1ccc(F)cc1)Cc1nc2cc(Cl)ccc2c(=O)[nH]1
  -15.0%, 4.1%, 9.7%, 9.6, 5.3%, 11.5%, 0.3, -15.2%, -9.5%
S=C(NCCc1ccccc1)NCC(c1ccco1)N1CCCCC1 (configuration not stated)
  2.5%, -19.7%, -1.7%, 2.2, -0.4%, 24.4%, -2.8, -5.9%, -20.4%
Cc1cc(NC(=O)c2cccs2)n(-c2ccccc2)n1
  2.0%, 1.7%, 6.2%, /, 1.8%, 14.7%, -1.2, 2.0%, -3.2%
CC1=C(C(=O)N2CCCCC2)C(c2cccs2)NC(=O)N1 (configuration not stated)
  9.2%, -16.2%, 4.2%, -1.7, 0.3%, 33.4%, -0.4, 4.9%, -13.1%
CCOP(=O)(OCC)c1nc(-c2ccc(Cl)cc2Cl)oc1N1CCCCC1
  ?, 2.4%, -10.8%, 5.9, ?, ?, -3.1, -5.7%, -3.1%
COc1ccc(CN2C(=O)N(c3ccccc3)C(=O)C2CC(=O)Nc2ccccc2)cc1OC (configuration not stated)
  -12.1%, 12.0%, 0.8%, -7.9, -5.5%, 12.1%, -1.4, -3.2%, -13.2%

Screens as filed in PubChem BioAssay.
